PPC-1+TRAIL kill = compounds killing PPC-1 cancer cells with TRAIL present (potentiator screen, no TRAIL-free arm) | PPC-1 cells + TRAIL, ATPLite viability luminescence | cell killing (% activity), % at 4 µM | 220,000 compounds, 0.41% hits;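 active = cell killing above 50% in the first pass at 4 µM, then a duplicate retest at 5 µM averaging 50% or more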;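 also: plate controls were cells with TRAIL plus DMSO for no effect and medium-only wells lacking cells for full effect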
14-3-3 Bad inh = disrupts binding of bovine 14-3-3 zeta to phospho-Bad peptide; P63103; TR-FRET 14-3-3zeta/Dy647-pBad peptide displacement, 1 h; inhibition, % at 21.7 µM; 220,000 compounds, 0.71% hits; AID 781;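 active = inhibition above about 70%, limit read from the data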;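 also: 0% = full 14-3-3 plus peptide FRET controls and 100% = background without 14-3-3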
PGE2 EP2 inh = blocks the human prostaglandin E2 receptor EP2. P43116. C6 glioma cells expressing human EP2, cAMP TR-FRET; cells stimulated with saturating PGE2. inhibition, % at 25 µM. 260,000 compounds, 0.52% hits;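 active = percent inhibition above 40 after rounding to a whole number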;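 also: rat C6 glioma host cells with rolipram phosphodiesterase inhibitor present; the protocol text gives 20 µM as final concentration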
NPY-Y1 antag = NPY-Y1 (human) receptor antagonism | P25929 | HEK293-CNG Y1 cells, membrane potential fluorescence; NPY at EC95, then isoproterenol | inhibition, % at 3.6 µM | 200,000 compounds, 1% hits | AID 1040;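 active = inhibition above the campaign mean inhibition of all tested compounds plus 3 SD, cut at about 20% in these data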;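 also: 0% = DMSO wells given NPY plus isoproterenol and 100% = isoproterenol alone without NPY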
Target sequence (P25929 whole entry, looked up): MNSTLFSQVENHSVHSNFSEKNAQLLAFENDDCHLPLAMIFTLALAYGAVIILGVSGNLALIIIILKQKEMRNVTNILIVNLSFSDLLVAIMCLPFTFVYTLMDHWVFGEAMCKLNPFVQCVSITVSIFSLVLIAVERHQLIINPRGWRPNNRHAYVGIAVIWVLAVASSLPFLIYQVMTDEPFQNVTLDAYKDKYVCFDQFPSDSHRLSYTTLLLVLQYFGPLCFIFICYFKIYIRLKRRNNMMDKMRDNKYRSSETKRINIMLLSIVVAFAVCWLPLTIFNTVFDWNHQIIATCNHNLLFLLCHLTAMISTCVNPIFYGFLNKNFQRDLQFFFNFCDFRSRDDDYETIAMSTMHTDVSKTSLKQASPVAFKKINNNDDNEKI
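Assay system: HEK293 cells with Y1 receptor plus CNG channel | Probe or stimulus: NPY (25 nM), isoproterenol (1 µM), Ro 20-1724 (25 µM) | Timing: Compound incubation 1 h at room temperature, readout 45 min post-stimulation | Measured by: Membrane-potential fluorescent dye readout | Benchmarks: High control isoproterenol alone, low control NPY with isoproterenol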
CHOP inh = blocks CHOP induction under ER stress; CHO-K1 CHOP-promoter luciferase, tunicamycin-induced, 15-18 h; inhibition, % at 10 µM; 220,000 compounds, 3.8% hits;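 active = compounds that reduced the stress-induced luciferase reporter signal by more than about 70% of percent inhibition, limit read from the data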;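 also: 0% = tunicamycin plus vehicle and 100% = wells without tunicamycin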
EP2 mod = modulators of human EP2 prostaglandin E2 receptor; EP2-expressing cells, cAMP HTRF FRET, PGE2 co-stimulation; induction, % at 25 µM; 260,000 compounds, 0.83% hits; P43116; AID 940;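 active = compounds whose cAMP rise, as percent of the full-agonist control response, exceeds 60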;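 also: rat C6 glioma line stably carrying human EP2 under a CMV promoter; the protocol text gives 20 µM as final concentration; 100% = response of wells given 1 µM PGE2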
TRPN1 ag = zebrafish TRPN1 (NompC) channel agonism; 220,000 compounds, 0.18% hits; HEK293 zebrafish TRPN1-YFP, Fluo-8 calcium fluorescence; 100% = response to 87 µM carbachol; activation, % at 3 µM;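 active = activation above its plate's cutoff, the mean activation of test wells on that plate plus 3 SD, cut at about 19% in these data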;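 also: 0% = DMSO alone and 100% = 87 µM carbachol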
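System: zebrafish TRPN1-YFP in HEK293 cells / Dosing: 3 µM single point / Timing: dye loading 1 h at 37 °C, then 30 min room temperature / Signal: Fluo-8 calcium fluorescence, excitation 470-495 nm, emission 515-575 nm / Read-out basis: percent activation from peak over basal fluorescence ratio, control-normalized / Control set: high carbachol 87 µM, low DMSO alone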
TRPML3 agonist = activates the human TRPML3 channel | Q8TDD5 | HEK293 TRPML3-YFP, Fluo-8 calcium fluorescence; 100% = the carbachol control signal | activation, % at 3 µM | 220,000 compounds, 0.29% hits;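 active = activation above its plate's cutoff, the mean activation of the plate's test wells plus 3 SD, cut at about 12% in these data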;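 also: 0% = DMSO only wells and 100% = carbachol wells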
Target sequence (Q8TDD5 whole entry, looked up): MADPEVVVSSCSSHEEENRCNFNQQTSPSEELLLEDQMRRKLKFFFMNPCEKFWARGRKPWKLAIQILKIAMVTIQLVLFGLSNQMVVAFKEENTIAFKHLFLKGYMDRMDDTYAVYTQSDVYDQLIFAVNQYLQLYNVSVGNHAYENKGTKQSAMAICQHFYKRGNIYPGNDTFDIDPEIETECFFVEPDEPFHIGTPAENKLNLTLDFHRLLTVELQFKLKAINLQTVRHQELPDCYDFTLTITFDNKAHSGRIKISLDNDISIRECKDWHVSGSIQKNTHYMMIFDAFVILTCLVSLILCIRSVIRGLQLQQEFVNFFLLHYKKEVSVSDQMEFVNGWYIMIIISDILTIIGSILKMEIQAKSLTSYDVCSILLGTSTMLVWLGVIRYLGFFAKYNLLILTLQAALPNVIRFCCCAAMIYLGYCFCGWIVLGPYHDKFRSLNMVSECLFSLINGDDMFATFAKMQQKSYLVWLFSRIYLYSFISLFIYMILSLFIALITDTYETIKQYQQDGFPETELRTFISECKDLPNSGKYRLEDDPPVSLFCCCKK
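Test system: TRPML3-YFP stable HEK293 cells. Doses: single point at 3 µM. Incubation: dye loading 1 h 37 °C then 30 min ambient, 125 s read. Signal: Fluo-8 calcium dye fluorescence, ex 470-495, em 515-575 nm. Measure: percent activation from peak-to-basal fluorescence ratio, scaled between DMSO and carbachol.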
NPY1 pot ag = human NPY-Y1 potentiation or agonism, primary screen | P25929 | NPY-Y1 expressing cells, potentiator/agonist activation | activation, % at 3.6 µM | 220,000 compounds, 0.37% hits | AID 1304; in the data active = activation above about 33%, passing the limit was not always enough;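 also: cells stimulated with NPY at EC10 then isoproterenol at EC100; 0% = low agonist plus stimulus and 100% = saturating agonist plus stimulus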
The depositor's hits bear a star; . = no result given; & = joins results of further samples; [ ] = remark or other dose. A portion of the library; the hit share may differ from the screen's.

SMILES	PPC-1+TRAIL kill	14-3-3 Bad inh	PGE2 EP2 inh	NPY-Y1 antag	CHOP inh	EP2 mod	TRPN1 ag	TRPML3 agonist	NPY1 pot ag
OCCC1CN(Cc2cccc3nccnc23)CCN1C1CCCC1 (configuration not stated)	-2.3	-2.1	6.4	-3.1	11.0	-34.8	-0.7	1.4	5.0
O=C(c1cccs1)N1CCN=C1SCc1ccccc1	-2.7	6.9	7.6	5.7	36.8	-10.2	-0.8	0.1	0.1
O=C(CN1CCN(c2ccccn2)CC1)Nc1cccc(C(F)(F)F)c1	20.6	-11.0	6.4	1.2	26.8	-29.8	1.6	1.4	3.8
CC(C)OC(=O)CSc1nnc(-c2ccccn2)n1-c1ccccc1	35.2	1.3	15.8	5.0	-0.7	-18.8	0.6	-0.1	-14.1
O=C(CN1CCN(c2ccc(F)cc2)CC1)c1ccc2c(c1)OCO2	10.4	-2.8[fluorescence artefact?]	.	1.9	18.5	-3.5	1.1	1.2	5.9
CCOc1ccc(/C(O)=C2/C(=O)C(=O)N(c3ncccn3)C2c2ccc(C)cc2)cc1 (configuration not stated)	0.8	-5.3	19.3	.	16.3	4.9	-1.0	0.4	14.0
CCOC(=O)C1CCCN(C(=O)c2ccc(CS(=O)(=O)c3ccc(C)cc3)o2)C1 (configuration not stated)	4.5	9.7	9.8	-1.8	-28.4	-3.5	1.9	0.3	-4.6
COC(=O)Cc1c(C)c2ccc(OC(=O)c3ccccc3)cc2oc1=O	-1.1	11.6	7.6	-3.9	-11.5	12.9	0.6	0.4	-11.2
Cc1cc2cc(CNC(=O)CCC(=O)O)ccc2n1C	23.0	-1.8	6.9	11.5	7.8	14.0	0.9	1.0	-1.9
Cc1cccc(NC(=O)Nc2cc(C)cc(C)n2)c1	38.0	0.4	6.5	2.3	-12.4	-6.5	-0.7	-0.1	-4.1
CCn1cc(C(=O)O)c(=O)c2cnc(N3CCN(C(=S)Nc4ccccc4)CC3)nc21	-4.0	-1.9	7.5	.	-39.6	-15.7	-0.5	1.8	24.1
Nc1cccc2c1C(=O)N(Cc1cccc(Cl)c1)C2=O	-14.5	-5.1	5.2	-2.7	26.2	12.7	-0.5	0.0	9.0
Cc1cc(S(=O)(=O)Cc2noc(-c3c(C)noc3C)n2)c(C)cc1Cl	-12.6	1.6	7.0	.	7.6	-1.4	0.6	1.0	0.8
CC1CCc2c(cnc3ncnn23)C1 (configuration not stated)	3.7	-3.1	3.6	.	-1.6	-14.7	0.6	0.2	21.9
COC(=O)COc1ccc(Oc2cc(C)nc(SC)n2)nn1	11.3	6.0[fluorescence artefact?]	8.6	0.8	30.7	16.4	-0.6	0.2	-12.7
O=C1c2ccsc2SCCN1Cc1ccccc1Cl	34.1	-1.8	11.5	-6.0	28.7	43.4	-3.1	-0.2	12.6
CCN(CC)CC(=O)Nc1c(Br)ccc2c1OCO2	7.4	4.5	6.6	3.4	-11.2	12.9	0.2	0.4	11.6
CC1=NN(c2ccc(C)c(C)c2)C(=O)/C1=C\C=C\c1ccc([N+](=O)[O-])o1	15.6	14.9	8.6	-1.0	108.4*	-7.5	1.1	0.1	-6.6
O=c1cc(-c2ccccc2[N+](=O)[O-])oc2ccccc12	0.6	38.3	3.4	11.6	48.9	4.0	0.3	0.8	-9.4
COc1ccc(-n2c(SCC(=O)Nc3nccs3)nnc2-c2ccccc2)cc1	-8.0	28.8[fluorescence artefact?]	2.5	0.6	-9.8	36.8	-2.4	-1.0	32.2
O=C(NCc1ccc(Cl)cc1)C1CCN(S(=O)(=O)c2cc([N+](=O)[O-])ccc2Cl)CC1	13.1	14.6	15.5	-3.8	-26.4	0.8	-0.3	-0.6	6.3
OC1(c2ccccc2)c2ccccc2-c2ncccc21 (configuration not stated)	0.6	-9.0	2.1	-3.6	9.4	32.6	-0.7	-0.4	-0.3
CCc1ccc(C(=O)OCC(=O)Nc2cccc(S(=O)(=O)NC3=NCCCCC3)c2)cc1	-3.9	-25.1[fluorescence artefact?]	8.8	-3.4	30.8	-5.8	3.1	1.3	-13.2
Cc1cccc(NC(=O)CN2C(=O)NC(Cc3ccccc3)C2=O)c1 (configuration not stated)	23.1	14.9[fluorescence artefact?]	16.2	0.1	-11.4	-37.5	0.3	0.4	-1.8
CC1CCc2c(nc3ncnn3c2NCCN(C)C)C1 (configuration not stated)	10.6	7.8	9.5	-2.8	-19.0	17.6	0.9	1.0	-7.1
O=C1C2C(C(=O)N1Cc1cccnc1)C1C=CC2C12CC2 (configuration not stated)	1.7	3.9	8.7	5.5	-5.7	9.3	1.8	0.1	-9.1
CCOC(=O)/C=C1\SCC(=O)N1CC(O)CN1C(=O)CS/C1=C\C(=O)OCC	-2.5	-11.1[fluorescence artefact?]	15.2	5.6	18.8	12.3	1.6	1.2	-27.8
O=C(Nc1c(-c2ccccc2)nc2c(Br)cc(Br)cn12)c1ccco1	6.7	3.3	26.1	13.0	12.3	37.9	-0.4	-0.4	-28.2
CC(C)CCn1nnnc1CN1CCN(C(c2ccccc2)c2ccccc2)CC1	11.4	-0.3	5.9	-2.1	24.8	40.7	-1.9	-0.1	2.7
CCOC(=O)Nc1ccc2c(c1)nc(CN1CCCCC1)n2C	-7.4	-9.8	7.9	4.7	-5.3	-6.5	3.2	1.2	13.2
O=C(NCc1ccc[n+](CCCCS(=O)(=O)[O-])c1)c1ccc(OC(F)F)cc1	5.6	-8.7	6.9	8.1	-2.5	2.0	-0.5	1.2	9.8
O=C(NC1CCN(C(=O)Nc2ccccc2)CC1)C1CCCCC1	3.9	-7.0	11.1&2.9	5.2	10.9	22.1&-39.8	0.5	0.2	20.0
CCN(CC)S(=O)(=O)c1cc(C)ccc1NC(=S)Nc1cccnc1	8.5	-10.8	2.8	-2.7	47.6	-62.3	2.7	1.4	5.0
O=C(NCCCn1ccnc1)C(=O)NC1CCCCC1	4.0	6.6	7.2	-5.3	-3.0	-9.6	0.8	0.2	-0.7
O=C(Cn1cncn1)c1ccccc1	13.1	-12.7	18.6	.	10.3	6.1	-0.8	-0.2	20.0
Cc1cccc(CC(=O)N2CCC(N3CCC(C(=O)N4CCOCC4)CC3)CC2)c1	10.8	-2.0	6.2	-0.4	13.0	0.7	0.3	0.2	15.2
Cc1cccc(N(C(=O)Nc2ccc(Cl)cc2)C2=NCC(C)S2)n1 (configuration not stated)	24.9	-10.1	3.8	-2.8	10.7	20.8	0.3	1.0	36.9*
O=c1oc2cccnc2n1CCS(=O)(=O)c1ccc(F)cc1	-0.7	6.1	6.2	.	20.1	30.8	3.5	0.8	4.0
Cc1ccc(S(=O)(=O)N(CC(=O)NCc2cccnc2)C2CCCCC2)cc1	4.9	-15.1	7.7	3.5	8.1	6.5	-1.7	0.3	-0.3
CCOC(=O)/C=C/C(=O)N1CCc2ccccc21	15.9	-0.6[fluorescence artefact?]	5.8	-4.0	47.2	15.4	0.7	-0.3	17.9
CC(=O)c1c(-c2ccccc2)c2ccccc2[nH]c1=O	10.1	-0.7	2.0	-8.1	-0.4	7.7	0.1	-0.6	9.9
Cc1cc(NC(=S)N(CCN2CCOCC2)Cc2ccccc2F)ccc1Cl	-23.2	-8.2	3.4	-1.8	-2.3	22.6	-0.5	-0.2	-6.3
CC(C)(C)NC(=O)Cn1cnc2cc([N+](=O)[O-])ccc2c1=O	26.9	-15.1	3.0	-3.6	10.6	25.8	0.5	-0.3	6.8
Cc1cccc(C)c1NC(=S)NC(=O)c1ccccc1F	3.4	-5.3	2.9	7.0	11.3	11.9	-0.5	-0.6	-3.6
Cc1cc(C(=O)OCC(=O)Nc2cccc(S(=O)(=O)N(C)C)c2)c2ccccc2n1	11.8	-12.0	3.9	-5.9	27.3	-42.5	1.3	-0.2	3.5
COc1ccc(C(=O)NNC(=O)OC(C)(C)C)cc1	34.3	0.0	3.7	.	-3.8	13.7	2.6	1.1	-2.1
CCOC(=O)c1sc(NC(=O)c2ccco2)c(C#N)c1C	2.3	13.7	8.4	-0.5	42.6	24.3	0.4	1.5	-7.4
CC(C)(c1ccccc1)c1ccc(OCC(O)CNC2CCN(Cc3ccccc3)CC2)cc1 (configuration not stated)	13.3	30.0	3.4	21.4*	10.7	10.7	2.8	3.6	-24.5
O=C(c1cccc(OC2CCN(C3CCCC3)CC2)c1)N1CCCCCCC1	9.9	2.7	7.2	9.9	-4.6	-36.5	0.8	0.5	-11.7
CCC(C)(C)NC(=O)/C=C/c1ccccc1[N+](=O)[O-]	5.5	-3.5	6.2	-0.8	9.8	-29.2	-0.9	0.9	4.9
COC(=O)c1cccc(Oc2cccc(Cl)n2)c1	21.7	-5.6	6.4	5.0	16.0	36.5	-2.2	-0.2	-7.0
O=C(NS(=O)(=O)c1ccccc1)c1ccccc1	44.2	12.5[fluorescence artefact?]	5.2	3.4	21.2	26.4	-0.5	1.4	-13.2
COc1ccccc1-n1c(=S)sc2c(=O)n(Cc3ccco3)c(SC)nc21	2.5	-2.4	7.2	-2.1	58.9	-2.2	-0.8	0.3	-7.8
CCOC(=O)CSc1nc2ccc(C)cc2cc1C#N	21.8	-6.4	14.6&11.7	-6.2	20.1	11.5&8.5	-1.6	0.1	24.8
COc1cccc(OC)c1C(=O)OCC(=O)/C(C#N)=C(\C)N	2.7	-11.4	4.3	-2.6	-7.7	33.2	2.6	0.8	11.9
COc1cc(NC(=S)NCc2ccc(S(N)(=O)=O)cc2)cc(OC)c1	22.9	-17.6	2.9	0.5	18.5	-10.3	1.9	1.2	13.2
CCCn1c(SCC(=O)Nc2cc(C)on2)nc2c1c(=O)n(C)c(=O)n2C	.	.	8.4	-2.0	.	.	-1.4	0.3	6.1
COc1ccc(C(O)P(=O)(O)CCc2ccccc2)cc1 (configuration not stated)	19.2	0.7	17.2	19.7	13.9	23.6	1.6	0.6	-32.5
O=C(Nc1cccc2nsnc12)c1ccc2c(c1)OCCO2	25.8	-9.9	6.5	11.7	11.7	-7.0	-1.5	-0.7	-4.7
CCOC(=O)/C=C/C(=O)OCC(=O)Nc1cccc(Br)c1	3.1	-3.0	14.4	-0.1	20.0	4.7	1.4	-0.1	3.2

An excerpt from above in order of number of heavy atoms, low to high:
SMILES	PPC-1+TRAIL kill	14-3-3 Bad inh	PGE2 EP2 inh	NPY-Y1 antag	CHOP inh	EP2 mod	TRPN1 ag	TRPML3 agonist	NPY1 pot ag
COC(=O)c1cccc(Oc2cccc(Cl)n2)c1	21.7	-5.6	6.4	5.0	16.0	36.5	-2.2	-0.2	-7.0
O=C(c1cccs1)N1CCN=C1SCc1ccccc1	-2.7	6.9	7.6	5.7	36.8	-10.2	-0.8	0.1	0.1
CC(C)(c1ccccc1)c1ccc(OCC(O)CNC2CCN(Cc3ccccc3)CC2)cc1 (configuration not stated)	13.3	30.0	3.4	21.4*	10.7	10.7	2.8	3.6	-24.5
